From PubChem
TNAP inh no acc: inhibitors of human TNAP without phosphate acceptor; hit rate 0.26% among 200,000; purified TNAP, CDP-star luminescence, 30 min; inhibition, % at 20 µM; AID 1012; P05186;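 active = tissue-nonspecific alkaline phosphatase inhibition above about 50% at 20 µM in the single-dose screen, limit read from the data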;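 note: 0% = DMSO negative control and 100% = EDTA positive control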
Target sequence (P05186 whole entry, looked up): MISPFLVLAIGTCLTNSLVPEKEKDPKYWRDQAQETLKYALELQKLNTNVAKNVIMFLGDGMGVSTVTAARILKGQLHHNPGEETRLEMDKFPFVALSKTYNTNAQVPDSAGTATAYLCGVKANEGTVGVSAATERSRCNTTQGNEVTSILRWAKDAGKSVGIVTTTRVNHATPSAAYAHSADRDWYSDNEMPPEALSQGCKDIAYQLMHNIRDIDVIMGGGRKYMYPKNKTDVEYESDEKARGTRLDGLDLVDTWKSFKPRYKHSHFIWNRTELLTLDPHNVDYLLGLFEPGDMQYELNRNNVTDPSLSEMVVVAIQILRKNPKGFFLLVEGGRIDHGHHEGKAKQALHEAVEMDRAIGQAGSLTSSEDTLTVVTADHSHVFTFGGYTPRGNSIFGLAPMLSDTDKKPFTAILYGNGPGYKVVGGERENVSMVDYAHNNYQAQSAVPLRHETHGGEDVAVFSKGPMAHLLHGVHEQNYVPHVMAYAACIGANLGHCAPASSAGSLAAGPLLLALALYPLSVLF
Efa HMGR inh: blocks class II HMG-CoA reductase of Enterococcus faecalis. hit rate 0.41% among 190,000. purified E. faecalis HMGR, NADPH absorbance 340 nm kinetic. inhibition, % at 10 µM;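 active = inhibition above a set limit, the median over all tested compounds plus 3 SD, cut at about 9.5% in these data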;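 note: enzyme runs in reverse so mevalonate oxidation gives rising NADPH absorbance; 0% = complete reaction with DMSO and 100% = background rate lacking mevalonate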
TNAP act hi DEA: increases human TNAP activity under high phosphate acceptor concentration | activation factor at 20 µM | AID 1136 | P05186 | 200,000 tested, under 10 active | purified TNAP, CDP-star luminescence, 1 M DEA, 30 min; stronger effect = higher value; 0 = EDTA background, 1 = DMSO-only activity;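 active = activation factor at least 2 at 20 µM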
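Measured by: Luminescent substrate turnover signal | Test system: Human TNAP | Input: TNAP 1/800 final | Dosing: 20 µM single point | Schedule: 30 min, room temperature | Controls: EDTA wells as negative control, DMSO wells as positive control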
SRC2 TRFRET art: TR-FRET artefact, counter-screen to PPARgamma/SRC-2 agonist assay | stronger effect = higher value | TR-FRET ratio at 8 µM | hit rate 0.4% among 200,000 | AID 1049; in the data active = TR-FRET ratio above about 2000; note: inactives centre near 1500
PPARg SRC3 recr: PPARgamma-driven SRC-3 recruitment agonism; P37231; biochemical PPARgamma/SRC-3 coactivator recruitment assay; activation, % at 8 µM; hit rate 0.26% among 200,000; AID 731; in the data active = activation above about 23%;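 note: 0% = DMSO and 100% = reference agonist; some compounds past the cut are filed as inactive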
Target sequence (P37231 whole entry, looked up): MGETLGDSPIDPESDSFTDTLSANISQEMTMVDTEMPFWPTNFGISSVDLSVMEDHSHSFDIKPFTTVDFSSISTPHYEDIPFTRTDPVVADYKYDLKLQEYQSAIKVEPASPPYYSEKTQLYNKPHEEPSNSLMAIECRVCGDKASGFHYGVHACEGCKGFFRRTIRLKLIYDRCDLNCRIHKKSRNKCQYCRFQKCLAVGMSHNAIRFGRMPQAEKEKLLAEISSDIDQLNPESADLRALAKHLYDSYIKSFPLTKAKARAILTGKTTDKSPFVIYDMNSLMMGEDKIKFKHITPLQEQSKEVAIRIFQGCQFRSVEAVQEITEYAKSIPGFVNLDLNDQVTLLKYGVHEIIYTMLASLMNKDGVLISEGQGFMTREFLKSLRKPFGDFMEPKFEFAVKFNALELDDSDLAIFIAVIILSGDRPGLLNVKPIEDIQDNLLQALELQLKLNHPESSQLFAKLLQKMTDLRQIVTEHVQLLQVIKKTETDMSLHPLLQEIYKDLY
TNAP inh hiacc: blocks human TNAP under high phosphate acceptor concentration; inhibition, % at 20 µM; hit rate 0.03% among 200,000; purified TNAP, CDP-star luminescence, 1 M DEA; AID 1135; P05186;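 active = over 50% inhibition of tissue-nonspecific alkaline phosphatase at 20 µM in the single-dose screen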;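 note: plate controls were DMSO wells for no effect and EDTA-quenched wells as full inhibition for full effect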
bIAP activator: increases bovine intestinal alkaline phosphatase activity; purified bovine IAP, CDP-star luminescence, 30 min; stronger effect = higher value; fold of DMSO-control signal, blank-subtracted; activation factor at 20 µM; hit rate 0.17% among 200,000;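 active = activation factor of 2 or more at 20 µM, a signal rise over negative controls twice the positive control's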
PPARg SRC1 recr: promotes SRC-1 coactivator recruitment by human PPARgamma; P37231; PPARgamma-SRC-1 coactivator recruitment biochemical assay; activation, % at 8 µM; hit rate 0.41% among 200,000; in the data active = activation above about 19%;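 note: 0% = DMSO and 100% = reference agonist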
bIAP inh: intestinal alkaline phosphatase (bovine) inhibition; 190,000 tested, under 10 active; AID 1019; purified bovine IAP, CDP-star luminescence, 30 min; inhibition, % at 20 µM;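 active = over 50% inhibition of intestinal alkaline phosphatase at 20 µM in the single-dose screen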
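System: Purified bovine intestinal alkaline phosphatase (IAP) enzyme | Input: IAP diluted 1/65,000,000 in the well | Also added: CDP-star chemiluminescent phosphatase substrate, 30 µM final | Dosing: 20 µM single dose | Times: Enzyme reaction for 30 min at room temperature | Detection: Luminescence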
PPARg SRC-2 ag: promotes SRC-2 coactivator recruitment by human PPARgamma | AID 1032 | activation, % at 8 µM | P37231 | PPARgamma LBD-SRC-2 recruitment, biochemical | hit rate 0.34% among 200,000; in the data active = activation above about 22%;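 note: 0% = vehicle and 100% = reference agonist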
Active calls of the source: *; / = no result given; & = joins results of further samples.

SMILES	TNAP inh no acc	Efa HMGR inh	TNAP act hi DEA	SRC2 TRFRET art	PPARg SRC3 recr	TNAP inh hiacc	bIAP activator	PPARg SRC1 recr	bIAP inh	PPARg SRC-2 ag
c1ccc2c(CCNCc3ccc4c(c3)OCO4)c[nH]c2c1	-12	-1	1	1521	8	-2	1.1	1	-15	10
CSc1ccc(C(=O)C2CCCN(CCCn3cccn3)C2)cc1 (stereo unspecified)	-5	0	1	1618	0	-4	1.1	5	-13	-4
CC(C)N1CCN(c2ccc(O)cc2)CC1	-8	-2	1	1498	3	0	1.1	1	-5	-4
COc1ccccc1N1C(=O)NC(=O)C2(Cc3cc(C)ccc3N(C)C2)C1=O (stereo unspecified)	-14	3	1.1	1433	-2	-8	1.1	-12	-10	-3
CC(Oc1ccc(-c2ccccc2)cc1)C(=O)O (stereo unspecified)	-13	1	1.1	1587	-8	-6	0.9	4	12	0
CC(C)C/C(=N/O)c1cn(C)c2ccccc12	-2	3	1	1686	5	-3	0.9	12	13	-3
CN1C(=O)C(C2(C#N)CCCCC2)C(=O)N(C)C1=O	-12	0	1	1523	15	-1	0.9	3	14	18
O=C(c1ccco1)c1cn(Cc2ccc(Cl)cc2)c2ccccc12	1	1	1.1	1567	9	-5	0.2	3	/	4
CCC1(CC)C(=O)N(Cc2ccccc2)C(=O)N(Cc2ccccc2)C1=O	-11	3	1	1573	-4	-4	0.9	-3	9	6
COc1ccc(CN2CCN(c3ccccc3F)CC2)c(OC)c1	-9	-9	1.1	1472	0	-6	1.1	-4	-9	-1
O=C(COC(=O)c1ccccc1)Nc1ccc(Cl)cc1C(=O)c1ccccc1	-17	-6	1	1650	3	0	0.8	3	24	9
Cc1[nH]c2ccccc2c1C1=CCNCC1	-14	-4	1	1364	3	-4	1	-4	4	1
O=C1NC(=O)N(c2ccc(F)cc2)C(=O)/C1=C/c1ccc(N2CCOCC2)cc1	-4	-2	1	1633	0	2	0.9	9	8	-1
COc1cc(OC)c2c(c1)OCC1CON(C)C21 (stereo unspecified)	6	-7	1	1682	4	-1	1	1	-1	-1
COc1ccc(NC2=NCC(C)S2)cc1 (stereo unspecified)	-7	1	1	1500	-2	-3	1.1	-8	-9	-1
CN1C(=O)N(C)C(=O)C2(Cc3c(nc4ccccn4c3=O)N3CCc4ccccc4C32)C1=O (stereo unspecified)	-5	1	1	1652	12	-3	1	3	-3	11
Cc1ccsc1C(=O)C1CCCN(Cc2cccc(-n3cccn3)c2)C1 (stereo unspecified)	-8	-1	1	1554	0	-3	0.9	9	12	3
COc1cc2c(cc1OC)-c1c(OC)c(OC)cc3c1[C@H](C2)N(C)CC3	-13	5	1	1448	3	-4	1.1	1	-9	2
CN(CCCCC(=O)/C=N/O)Cc1ccccc1 (tested in a mixture with another compound)	-21	-1	1.1	1501	8	-6	0.9	6	9	2
CCOC(=O)C1CCN(/C=C2/C(=O)NC(=O)N(Cc3ccco3)C2=O)CC1	-9	2	1	1858	2	1	1	-4	-2	3
Cn1c(O)c(C=NCCCN2CCCC2=O)c(=O)n(C)c1=O	-7	0	1	1555	5	-3	1	6	-1	10
O=C(Cn1cnc2sc3c(c2c1=O)CCCC3)NCCCC(=O)N1CCC2(CC1)OCCO2	-11	1	1.1	1649	-7	-6	1	4	4	-2
Cc1cc(/C=C2\C(=O)NC(=O)N(C)C2=O)c(C)n1-c1ccc2c(c1)OCO2	-5	-1	1	1677	14	-1	0.8	3	19	10
CSc1ncc(CN2CCCC(C(=O)c3cccc(Cl)c3)C2)cn1 (stereo unspecified)	-9	-4	1.1	1610	0	-5	1	-3	5	5
Cn1c(C(=O)N2CCC(C(=O)N3CCC4(CC3)OCCO4)CC2)cc2sccc21	-10	-7	1	1509	3	-2	1	2	1	-2
Continued:
SMILES	TNAP inh no acc	Efa HMGR inh	TNAP act hi DEA	SRC2 TRFRET art	PPARg SRC3 recr	TNAP inh hiacc	bIAP activator	PPARg SRC1 recr	bIAP inh	PPARg SRC-2 ag
COc1ccc(NC2(C#N)CCCCC2)cc1	2	7	1	1581	3	2	1.2	2	-15	1
CCCCn1c(O)c(C(C)=Nc2cccc(C(=O)O)c2)c(=O)[nH]c1=O	-7	-7	1.1	1571	-11	-6	0.9	0	9	-5
CCOC(=O)[C@]1(C#N)[C@@H]2C=CC(C(C)=O)=CN2[C@@H](C(N)=O)[C@@H]1c1ccsc1	-3	-4	1	1523	0	4	1	-4	1	3
COc1ccc2c(c1)c(C(=O)CN1CCC3(CC1)OCCO3)c(C)n2Cc1ccccc1	-14	-2	1	1598	0	-5	1	7	-2	11
CN1CCN(CC(=O)Nc2ccc([N+](=O)[O-])cc2C(=O)c2ccccc2)CC1	-2	-3	1	1619	1	-3	1.1	2	-10	1
CCOCCN1CCN(c2nnc3n2-c2ccc(Cl)cc2C(c2ccccc2Cl)=NC3)CC1	-4	-5	1	1511	10	-3	1	7	-1	6
COc1ccccc1-n1c(O)c(C=NCCCn2ccnc2)c(=O)[nH]c1=O	-4	-4	1	1429	-1	-4	1	5	-4	10
COc1cccc(Oc2c(C)oc3cc(OC(=O)N(C)C)ccc3c2=O)c1	-7	-3	1	1525	7	-2	0.9	1	7	1
CN1C(=O)C(Cc2ccsc2)C(=O)N(C)C1=O	-19	0	1.1	1496	-2	-6	1	2	-4	-1
Cc1nc2ccccc2c(=O)n1-c1ccc(Cl)cc1[N+](=O)[O-]	-3	2	1	1457	-2	-3	1.1	4	-5	-9
C/C(CCc1c[nH]c2ccccc12)=N\O	-10	-7	1.1	1647	7	-5	1	8	-1	13
CNP(=O)(Oc1ccccc1)OC12CC3CC(CC(C3)C1)C2 (stereo unspecified)	-11	-2	1	1571	0	-4	1	0	2	2
CCCCC(=O)N/N=C/c1c(O)n(CC)c(=S)[nH]c1=O	87*	-1	1.1	1406	3	-9	0.9	-4	6	-4
Cc1ccc(-c2nc3ccccc3c(=O)n2-n2cccc2)cc1	-10	0	1	1652	-2	-1	0.9	12	11	1
O=C(O)c1ccc2c(c1)C1C(Cl)C(Sc3ccccc3[N+](=O)[O-])CC1C(c1cccc([N+](=O)[O-])c1)N2 (stereo unspecified)	-5	2	1	1496	6	-2	1.1	10	-14	5
Cc1ccc(NC(=O)c2cn(CCC#N)nc2-c2ccc3c(c2)OCCO3)c([N+](=O)[O-])c1	-11	-1	1	1549	1	1	1	-2	3	4
CN(Cc1ccccc1)Cc1ccccc1OC(=O)N(C)C	-18	-4	1.1	1643	-13	-7	1	8	3	-8
Cc1ccc(NP(=O)(Nc2ccc(C)cc2)Oc2ccccc2)cc1	-17	-2	1.1	1644	1	-8	0.9	-2	8	3
CN(C)CC1CSCCC1(O)c1ccccc1 (stereo unspecified)	-9	-7	1	1642	-2	-2	1.1	5	-7	4
COc1ccc(N=Cc2c(O)n(Cc3cccs3)c(=O)[nH]c2=O)cc1	-9	1	1.1	1651	1	-7	1	1	2	8
COc1ccc(OC)c(N2Cc3ccccc3C2=N)c1	-15	0	1	1777	2	-4	1.1	4	-8	6
CC1CCCN(C(=O)CN2C3CCC2CC(O)(c2ccc(F)cc2)C3)C1 (stereo unspecified)	-14	0	1	1384	-4	-3	1.1	-4	-5	-7
O=C1NC(=O)C(CCc2ccncc2)(Cc2ccc3c(c2)OCO3)C(=O)N1CCc1ccccc1 (stereo unspecified)	-6	-3	1	1314	-1	-4	1	-1	4	-1
Oc1ccc(C2NCc3ccccc3-n3cccc32)cc1Cl (stereo unspecified)	-5&-10	-3&3	1&1	1425&1505	2&-2	1&-3	1&1	-1&0	4&-1	9&5
Cc1cc(N2CCOCC2)nc2ccc(NC(=O)CCC(=O)N3CCC4(CC3)OCCO4)cc12	-11	-6	1	1460	5	-4	1	2	-4	0
The results go on.
SMILES	TNAP inh no acc	Efa HMGR inh	TNAP act hi DEA	SRC2 TRFRET art	PPARg SRC3 recr	TNAP inh hiacc	bIAP activator	PPARg SRC1 recr	bIAP inh	PPARg SRC-2 ag
O=C(Cc1ccccc1)OCCNC(=O)c1cccnc1	0	1	1	1583	7	0	0.9	1	14	3
Cc1ccc(OCC(=O)N2CCN(C)CC2)c(Br)c1	-15	0	1.1	1546	4	-6	0.9	1	10	9
Cc1ccc(S(=O)(=O)N(C)C)cc1NC(=O)C(C)[N+]12CCN(CC1)CC2 (stereo unspecified)	-8	4	1	1936	4	1	0.9	6	8	4
Cc1ccc(/C=C2/C(=O)NC(=O)N(CCc3ccc(F)cc3)C2=O)o1	4	-4	1	1772	1	3	0.8	0	23	-2
COC(=O)C1C2c3ccccc3OC1(C)N=c1s/c(=C/c3cnn(C)c3C)c(=O)n12 (stereo unspecified)	-10	-12	1	1506	3	0	1	2	5	-1
CCn1nc(-c2ccccc2)nc2c(=O)n(C)c(=O)nc1-2	0	-5	1	1708	2	1	0.9	16	5	10
CCC(=O)N1CC(=O)Nc2ccc(Cl)cc2C1c1ccc(F)cc1 (stereo unspecified)	-16	-1	1.1	1396	-6	-7	1.1	-6	-15	4

In another format: results already given
Results follow in this order: TNAP inh no acc | Efa HMGR inh | TNAP act hi DEA | SRC2 TRFRET art | PPARg SRC3 recr | TNAP inh hiacc | bIAP activator | PPARg SRC1 recr | bIAP inh | PPARg SRC-2 ag
CC1CCCN(C(=O)CN2C3CCC2CC(O)(c2ccc(F)cc2)C3)C1 (stereo unspecified)
  -14 | 0 | 1 | 1384 | -4 | -3 | 1.1 | -4 | -5 | -7
O=C1NC(=O)C(CCc2ccncc2)(Cc2ccc3c(c2)OCO3)C(=O)N1CCc1ccccc1 (stereo unspecified)
  -6 | -3 | 1 | 1314 | -1 | -4 | 1 | -1 | 4 | -1
Oc1ccc(C2NCc3ccccc3-n3cccc32)cc1Cl (stereo unspecified)
  -5&-10 | -3&3 | 1&1 | 1425&1505 | 2&-2 | 1&-3 | 1&1 | -1&0 | 4&-1 | 9&5
Cc1cc(N2CCOCC2)nc2ccc(NC(=O)CCC(=O)N3CCC4(CC3)OCCO4)cc12
  -11 | -6 | 1 | 1460 | 5 | -4 | 1 | 2 | -4 | 0
O=C(Cc1ccccc1)OCCNC(=O)c1cccnc1
  0 | 1 | 1 | 1583 | 7 | 0 | 0.9 | 1 | 14 | 3
Cc1ccc(OCC(=O)N2CCN(C)CC2)c(Br)c1
  -15 | 0 | 1.1 | 1546 | 4 | -6 | 0.9 | 1 | 10 | 9
Cc1ccc(S(=O)(=O)N(C)C)cc1NC(=O)C(C)[N+]12CCN(CC1)CC2 (stereo unspecified)
  -8 | 4 | 1 | 1936 | 4 | 1 | 0.9 | 6 | 8 | 4
Cc1ccc(/C=C2/C(=O)NC(=O)N(CCc3ccc(F)cc3)C2=O)o1
  4 | -4 | 1 | 1772 | 1 | 3 | 0.8 | 0 | 23 | -2
COC(=O)C1C2c3ccccc3OC1(C)N=c1s/c(=C/c3cnn(C)c3C)c(=O)n12 (stereo unspecified)
  -10 | -12 | 1 | 1506 | 3 | 0 | 1 | 2 | 5 | -1
CCn1nc(-c2ccccc2)nc2c(=O)n(C)c(=O)nc1-2
  0 | -5 | 1 | 1708 | 2 | 1 | 0.9 | 16 | 5 | 10
CCC(=O)N1CC(=O)Nc2ccc(Cl)cc2C1c1ccc(F)cc1 (stereo unspecified)
  -16 | -1 | 1.1 | 1396 | -6 | -7 | 1.1 | -6 | -15 | 4

The list is partial; count on the stated rates, not on these rows.
